Assay outcomes as filed in PubChem.
Mito fusion act – inhibitors of mitochondrial division or activators of mitochondrial fusion. S. cerevisiae fusion-defective mutant growth rescue, CellTiterGlo 48 h. Potency, µM (series often up to 46.1 µM), inactives show at the highest dose growth rescue (activation), actives largely listed as activators. 0.23% of 320,000 active;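 also: potency is read from the fitted curve at half-maximal effect; % of control where 0% means no effect; nearly all actives have a fitted effect of over 45% in size; temperature-sensitive fusion mutants such as fzo1-1 at 37 °C on non-fermentable ethanol glycerol medium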
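Growth-rescue viability read-out: after 48 h at the non-permissive 37C in glycerol/ethanol YPEG, yeast mitochondrial fusion mutants are measured by CellTiterGlo luminescence; compounds (23 nl pinned per well) restoring growth score as division inhibitors or fusion activators.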
ELG1 repair inh – inhibitors of ELG1-dependent DNA repair in HEK293T cells | HEK293T ELG1-luciferase reporter, luminescence, 16 h; DNA damage induced by 5-fluorouridine | Potency, µM (titrated, usually from 46.1 µM), without a hit: top-dose activity change, negative = inhibition, actives largely listed as inhibitors | 2.3% of 330,000 active | AID 504467; also: potency is read from the fitted curve at half-maximal effect; % is scaled to controls: 0 for no effect and ±100 for the full control effect; nearly all actives have a fitted effect of over 55% in size
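Overnight (16 hr) co-exposure of 2,000 cells/well to 5-fluorouridine and compound at 37 °C preceded detection. Luciferase was quantified via ONE-Glo luminescence; loss of signal denotes inhibition.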
KCNH2 WT inh – blocks the wildtype human KCNH2 potassium channel; U2OS, BacMam KCNH2, thallium flux FluxOr; active compounds read low; activity change, % at 1.84 µM; 0.37% of 340,000 active;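 active = maximum activity change below -70%; inconclusive = maximum activity change between -70% and -50%; inactive = maximum activity change above -50%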; also: % is scaled to controls: 0 for no effect and ±100 for the full control effect
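U2OS cells were transduced with wild-type KCNH2 virus (2.03 x 10^8 / mL) for 4 h at room temperature, then cultured overnight at 37 C. Thallium flux was read with FluxOr dye. Rate constants were normalized to DMSO controls.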
Eya2 phos inh – Eya2 (human) phosphatase inhibition; O00167; recombinant Eya2, OMFP fluorescence dephosphorylation (OMFP is methylfluorescein phosphate); Potency, µM (top dose mostly 76.9 µM), for inactives: at the top dose activity, negative = inhibition, most hits filed as inhibitors; 0.006% of 330,000 active; AID 488837; also: potency is read from the fitted curve at half-maximal effect; % is scaled to controls: 0 for no effect and ±100 for the full control effect
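Eya2 (0.2 uM) preincubated 10 min at ambient with compound, then OMFP substrate added at 50 uM; 10 min reaction in 50 mM HEPES pH 7.5, 50 mM NaCl, 5 uM MgCl2, 0.05% BSA, 1 mM DTT. Fluorescence read at Ex 485/Em 525 nm.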
USP2a block – inhibitors of human ubiquitin-specific protease USP2a; USP2 core, Ub-CHOP2 coupled fluorogenic reporter, 485/531; 0.01% of 330,000 active; O75604; Potency, µM (highest dose often 38.3 µM), for inactives: at the top dose activity change, negative = inhibition, most hits filed as inhibitors; AID 463254;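 also: potency is read from the fitted curve at half-maximal effect; plate controls were DMSO wells for no effect and full inhibition by NEM control for full effect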
Target sequence (O75604 whole entry, looked up): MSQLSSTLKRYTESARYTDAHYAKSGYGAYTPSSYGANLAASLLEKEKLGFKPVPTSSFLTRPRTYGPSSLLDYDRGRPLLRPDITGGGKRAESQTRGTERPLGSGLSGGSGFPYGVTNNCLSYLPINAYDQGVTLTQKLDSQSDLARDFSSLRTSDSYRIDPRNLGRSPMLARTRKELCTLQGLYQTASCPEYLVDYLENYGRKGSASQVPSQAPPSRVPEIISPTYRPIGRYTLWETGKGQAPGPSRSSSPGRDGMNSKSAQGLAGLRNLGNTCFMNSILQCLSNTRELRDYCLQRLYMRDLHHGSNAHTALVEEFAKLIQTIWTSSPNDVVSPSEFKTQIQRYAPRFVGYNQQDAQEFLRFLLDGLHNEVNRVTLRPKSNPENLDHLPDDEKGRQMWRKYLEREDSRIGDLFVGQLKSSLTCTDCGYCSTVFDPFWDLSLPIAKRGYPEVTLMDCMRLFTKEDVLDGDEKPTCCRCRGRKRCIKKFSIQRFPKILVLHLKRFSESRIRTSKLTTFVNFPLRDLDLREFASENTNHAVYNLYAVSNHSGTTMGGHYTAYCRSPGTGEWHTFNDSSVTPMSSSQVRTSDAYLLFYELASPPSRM
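USP2 core (10nM final) preincubated 30min RT with compound in 20mM Tris-HCl pH 8.0, 2mM CaCl2, 2mM beta-mercaptoethanol, 0.05% CHAPS; 25nM Ub-CHOP2 plus 25nM reporter substrate added, fluorescence (Ex485/Em531) read after 60min.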
AT treatment – potential ataxia-telangiectasia treatments restoring KAP-1 phosphorylation. […] A-T fibroblasts, KAP-1 phosphorylation AlphaLISA; neocarzinostatin DNA damage 30 min before lysis. Potency, µM (highest dose often 57.5 µM), without a hit: top-dose activation, hits mostly activators. 0.19% of 320,000 active. AID 485349; also: potency is read from the fitted curve at half-maximal effect; % of control where 0% means no effect; nearly all actives have a fitted effect of over 45% in size
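ATM-like activity read as KAP-1 phosphorylation via AlphaLISA donor/acceptor antibody pairs after lysis and 6 hr at 25C. Cells were ATM-null patient fibroblasts ([…], hTERT), dosed 60 min, then exposed to the DSB inducer NCS for 30 min.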
TCR act – activates T cell receptor signaling | primary human leukocytes, anti-CD3, IL-2 HTRF, 48 h | Potency, µM (top dose mostly 9.22 µM), without a hit: top-dose activation of IL-2 secretion, usual class: activators | 330,000 tested, under 10 active | AID 504894; also: % of control where 0% means no effect
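Human primary leukocytes + a-CD3 beads + cpd, 48 hr; IL-2 in supernatant by HTRF (ex 320nm / em 665nm). No co-stimulatory signal supplied.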
KCNH2 3.1 block – KCNH2 3.1 (human) potassium channel inhibition | U2OS KCNH2 3.1, thallium flux FluxOr; active compounds read low | activity change, % (tested at about 1.8 µM) | 0.95% of 340,000 active;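 active = maximum activity change below -70%; inconclusive = maximum activity change from -70% to -50%; inactive = maximum activity change above -50%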;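 also: thallium influx rate constant from kinetic fluorescence after stimulation buffer; % is scaled to controls: 0 for no effect and ±100 for the full control effect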
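Measured as rate of thallium-driven FluxOr signal in transduced U2OS cells carrying the 3.1 channel, read kinetically for 2 min upon stimulation; values are rate constants scaled to DMSO control wells.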
TRPV1 agonist – human TRPV1 agonism. Q8NER1. TRPV1-expressing cells, Fluo-8 calcium influx, agonist mode. activation, % at 8.33 µM. 0.19% of 320,000 active. AID 540275; in the data active = activation above about 80%; inconclusive = between about 30% and that limit; also: 0% is about no effect
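Fluo-8 calcium influx in TRPV1-expressing cells, kinetic read (ex 480/em 520 nm). Compound added and read 3 min for agonist activity, followed by capsaicin at EC20 final and 2 min further read for enhancement.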
TSHR antag – blocks TSH signaling through the human TSH receptor | P16473 | TSHR-expressing cells, TSH-stimulated cAMP HTRF, 2 h; active compounds read low | activity change, negative = inhibition, % at 11.5 µM | 0.2% of 330,000 active;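 active = activity change below a set negative limit, meaning inhibition stronger than a set level, cut at about -70% in these data; inconclusive = activity change between two set negative limits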; also: % is scaled to controls: 0 for no effect and ±100 for the full control effect
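Antagonism was scored as loss of TSH-driven cAMP in TSHR cells, stimulated with 4nM TSH (EC80) for 2 hours at 37 deg C and detected by homogeneous HTRF competition immunoassay.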
Numbers without * were called inactive; i = inactive; ? = inconclusive; nt = not tested or not shown; & = joins results of further samples; [ ] = another dose, or the depositor's remark. Unless noted, calls follow the shape of the dose curve; as a rule, active = well fitted curve in the direction sought with a large enough effect; inconclusive = small, poorly fitted or top-dose-only effect, or another doubt; inactive = no such curve, though single readings can be large; an effect the other way counts as inactive or inconclusive.

SMILES,AT treatment,ELG1 repair inh,Mito fusion act,KCNH2 3.1 block,TCR act,KCNH2 WT inh,Eya2 phos inh,TSHR antag,TRPV1 agonist,USP2a block
COc1ccc(Nc2nc3c([nH]2)c(=O)[nH]c(=O)n3C)cc1,1%,6%,-9%,13,9%,i,2%,-7,-2,-3%
CCOc1ccc2nc(NS(=O)(=O)Cc3ccccc3)sc2c1,nt,?,6%,-4,-2%,16,30%,6,0,2%
CCn1c2ccc(Cl)cc2c2nc3ccccc3nc21,16%,-12%,2%,0,-4%,-3,-19%,2,-2,7%
COC(=O)c1cc2occc2n1CC(=O)Nc1ccc(OC)c(OC)c1OC,-2%,7%,0%,1,0%,-2,-4%,-4,0,1%
CCc1ccc(OCC(=O)N/N=C/c2ccc(OS(=O)(=O)c3ccc(C)cc3)c(OC)c2)cc1,-10%,-26%,-11%,2,0%[46.1 µM],6,-10%,12,-2,-5%
O=C(NCCc1ccccc1)c1cc2sccc2n1Cc1ccccc1,0%,-5%,-1%,-22,-15%,1,-13%,-1,?,2%
Cc1ccc(S(=O)(=O)NC(C)CCc2ccccc2)cc1C(N)=O (centres undefined),32%,?,4%,-8,nt,-3,21%,1,2,1%
O=C(COc1ccccc1)N/N=C/c1ccc(O[C@@H]2O[C@H](CO)[C@@H](O)[C@H](O)[C@H]2O)cc1,4%,?,1%,1,-5%[46.1 µM],-5,-3%,10,1,-3%
Cc1c2cnn(-c3ccccc3)c(=O)c2c(C)n1CCCC(=O)N1CCN(C2CCCCC2)CC1,3%,1%,8%,0,4%,3,-20%,0,1,1%
CN1C(=O)/C(=C\c2cc(Br)cs2)c2ccccc21,-2%,?,2%,7,-5%,4,-19%,-11,4,-1%
O=C(NNC(=O)C1CC=CCC1C(=O)O)c1ccc(Cl)cc1 (centres undefined),4%,22%,4%,2,-2%,-1,-3%,15,7,0%
COc1cccc(NC(=S)NC(=O)c2c(Cl)c(C)nn2C)c1,13%,?,-1%,-10,0%[46.1 µM],-10,1%,4,-5,1%
COCCn1c(N2CCN(c3ccc(OC)cc3)CC2)nc2c1c(=O)n(C)c(=O)n2C,1%,18µM*,-1%,4,-19%,-1,-7%,13,1,-1%
O=C(O)CC(NC(=O)C12CC3CC(CC(C3)C1)C2)c1cc([N+](=O)[O-])ccc1Cl (centres undefined),-3%,?,3.5µM*,-4,-2%,-3,4%,2,1,-6%
CC(=O)NCCOC(=O)Nc1ccncc1,0%,-5%,-2%,33,-4%,-17,-12%,3,-3,-5%
O=S(=O)(NCc1cccs1)c1ccc(Br)s1,0%,7%,7%,nt,nt,nt,-11%,7,2,1%
Cc1sc2ncnc(SCC(=O)N3CCCC3)c2c1C,3%,-3%,-3%,-5,-2%,3,15%,-7,8,3%
CCOC(=O)C1(Cc2ccc(Cl)cc2)CCN(C(=O)c2ccoc2)CC1,2%,-10%,10%,-11,-3%,6,-6%,-2,18,2%
Cc1c(S(=O)(=O)N2CCCC(C)C2)c(=O)n(C)c(=O)n1C (centres undefined),2%,26%,-6%,8,11%,-6,-7%,7,-1,1%
C=C(C)C1CC=C(C)/C(=N\NC(=O)CCc2ccccc2)C1 (centres undefined),0%,-16%,3%,9,1%[46.1 µM],-4,5%,-7,28,3%
O=C(OCC#CCSc1nnc(-c2cccc3ccccc23)o1)c1ccc(Cl)cc1,0%&15%,23%,-9%,nt,3%,nt,2%&1%,10&33,nt,1%&-3%
O=C(NC1CCCc2ccccc21)c1ccc(=O)[nH]c1 (centres undefined),10%,27%,-9%,2,5%,14,4%,17,2,2%
COc1cc(C2NC(=O)NC(C)=C2C(=O)OC2CCCC(C)C2)cc(Br)c1O (centres undefined),-2%,1%,3%,2,8%,-10,0%,6,6,3%
CC1(C)Cc2c(ccc3ccccc23)C2=C(C(=O)N3CCCC3)C(=O)C(=O)N21,2%,?,-3%,19,-2%,-5,3%,-9,8,0%
COC(=O)N/N=C/c1cc(Cl)cc(Cl)c1OCc1ccccc1F,2%,-16%,-1%,-14,-1%[46.1 µM],2,-2%,-3,26,-9%
O=C(CN1CCN(c2ccccn2)CC1)N1c2ccccc2CCc2ccccc21,nt,?,6%,8,9%[46.1 µM],9,-16%,0,0,4%
CC(C)(C)NC(=O)C1N(c2cccnc2)C(=O)C2C(C(=O)Nc3ccccc3F)C3(C)C=CC21O3 (centres undefined),2%,4%,-2%,7,1%,-11,-14%,-1,-1,3%
C#CC(CC)(CC)NC(=O)c1cc(S(=O)(=O)N2CCCCC2)ccc1N1CCOCC1,1%,8%,5%,9,0%,0,-13%,-7,?,1%
Cc1ccc(N(NC(=O)C(O)(c2ccccc2)c2ccccc2)C(=O)CCl)cc1,14%,21µM*,2%,-13,0%[46.1 µM],1,0%,-4,11,0%
COc1cc(C2Nc3ccccc3NC3=C2C(=O)CC(C)(C)C3)cc(OC)c1OC(C)=O (centres undefined),17%,7%,2%,3,6%,-5,-4%,-4,-1,0%
O=C(O)CC12CC3CC(C1)CC(n1ncc(NCc4ccccc4Cl)c(Cl)c1=O)(C3)C2,-4%,?,1%,0,-4%,-9,-4%,-5,-1,1%
CCOC(=O)C1(Cc2cccc(OC)c2)CCN(Cc2cccc3cnccc23)CC1,35%,?,-5%,-4,0%,1,2%,6,-3,-8%

Overlap with the part before: 3 entries, followed by the next part.
SMILES,AT treatment,ELG1 repair inh,Mito fusion act,KCNH2 3.1 block,TCR act,KCNH2 WT inh,Eya2 phos inh,TSHR antag,TRPV1 agonist,USP2a block
COc1cc(C2Nc3ccccc3NC3=C2C(=O)CC(C)(C)C3)cc(OC)c1OC(C)=O (centres undefined),17%,7%,2%,3,6%,-5,-4%,-4,-1,0%
O=C(O)CC12CC3CC(C1)CC(n1ncc(NCc4ccccc4Cl)c(Cl)c1=O)(C3)C2,-4%,?,1%,0,-4%,-9,-4%,-5,-1,1%
CCOC(=O)C1(Cc2cccc(OC)c2)CCN(Cc2cccc3cnccc23)CC1,35%,?,-5%,-4,0%,1,2%,6,-3,-8%
Oc1ccc(CN2CCCc3ccccc32)c2cccnc12,-2%,21%,-9%,4,9%,-4,3%,-7,1,1%
O=[N+]([O-])c1cccc(NC(=S)N2CCOCC2)c1,-3%,-10%,-3%,11,3%,2,-1%,-1,12,2%
Cc1onc(-c2ccccc2Cl)c1C(=O)Nc1nc2ccc(S(C)(=O)=O)cc2s1,-2%,?,-2%,3,1%[46.1 µM],-2,1%,-22,2,2%
C=CCNC(=O)Nc1ccc(OCC)cc1,0%,?,3%,10,6%,11,-24%,5,1,4%
O=C(NCCc1ccc(OC(F)F)cc1)C1CC(=O)N(c2ccc3c(c2)OCCO3)C1 (centres undefined),11%,-10%,-7%,-37,3%,-3,-6%,3,8,1%
CC(C)CC1(C(=O)NCCc2c[nH]c3ccccc23)C=CCN1C(=O)c1ccccc1 (centres undefined),8%,5%,-4%,-15,-3%,-1,-1%,-3,11,-1%
CCOc1ccc(CNC(=O)c2ccc3c(c2)N(CC)CCS3)cc1,8%,-4%,2%,1,2%,-5,-2%,-6,23,-1%
Cc1cc2ncn(C(=O)c3cc(-c4ccccc4)nc4ccccc34)c2cc1C,6%,1%,15%,-3,-1%[46.1 µM],-9,4%,15,0,4%
O=C(NNc1ccccc1)C(=O)NNS(=O)(=O)c1ccc(CCCl)cc1,-1%,6.5µM*,-11%,10,-4%,-3,1%,-6,nt,12%
COc1ccc(NC(=O)c2nnn(CC(=O)Nc3ccc4c(c3)OCO4)c2N)cc1OC,-1%,19%,-11%,-15,5%,-6,5%,-5,3,1%

Record cards, from the list above:
COc1ccc(NC(=O)c2nnn(CC(=O)Nc3ccc4c(c3)OCO4)c2N)cc1OC as listed: AT treatment = -1%; ELG1 repair inh = 19%; Mito fusion act = -11%; KCNH2 3.1 block = -15; TCR act = 5%; KCNH2 WT inh = -6; Eya2 phos inh = 5%; TSHR antag = -5; TRPV1 agonist = 3; USP2a block = 1%
O=[N+]([O-])c1cccc(NC(=S)N2CCOCC2)c1 as listed: AT treatment = -3%; ELG1 repair inh = -10%; Mito fusion act = -3%; KCNH2 3.1 block = 11; TCR act = 3%; KCNH2 WT inh = 2; Eya2 phos inh = -1%; TSHR antag = -1; TRPV1 agonist = 12; USP2a block = 2%

Only part of the results is shown; rates above refer to the full screens.
